From PubChem BioAssay
GPR55 activation – GPR55 agonists via beta-arrestin recruitment, primary screen, imaging, U2OS cells, beta-arrestin-GFP redistribution (AID 1961); G-protein coupled receptor 55 (Homo sapiens); U2OS GPR55 beta-arrestin-GFP redistribution imaging; higher % means a stronger effect; activation, % at 10 µM, or EC50 in µM where a hit was titrated; hit rate 0.048% among 290,000;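 active means activation above 40% with more than 50 cells counted in the well; inconclusive means wells holding fewer than 50 cells, flagged as toxic or sparse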;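 further: U2OS osteosarcoma cells stably expressing GPR55 and beta-arrestin-GFP; plate controls were DMSO negative control for no effect and LPI positive control for full effect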
NOD2 inhibition – NOD2 signaling inhibitors, cell-based, luminescence, uHTS, HEK293 (AID 1566); HEK293 NOD2/NF-kB luciferase reporter, luminescence; higher % means a stronger effect; inhibition, % at 4 µM; hits with a dose series show EC50 in µM; hit rate 0.63% among 290,000; further: many of its hits are not listed in these tables
KOR beta-arrestin-1 – KOR agonists, beta-arrestin recruitment, primary screen, cell-based, luminescence, uHTS (AID 1777); Kappa-type opioid receptor (Homo sapiens); KOR beta-arrestin recruitment, luminescence; higher % means a stronger effect; one-dose activation, % at 10 µM; EC50 in µM for titrated hits; hit rate 0.02% among 280,000; in the data active means activation above about 50%, passing the limit was not always enough; further: a part of the inactive calls stands beside numbers as strong as those of hits
SV40 large T antigen – SV40 large T antigen inhibitors, biochemical (AID 1903); SV40 large T antigen ATPase/helicase inhibition assay; higher % means a stronger effect; inhibition, % at 20 µM; hits with a dose series show IC50 in µM; hit rate 0.39% among 310,000; in the data active means a potency from the dose series; inconclusive means inhibition mostly from about 32% at the one dose, without a potency; inactive means the rest, 99 in 100 with inhibition below about 32%; further: strong numbers were not always called active
Rac1 GTP hydrolysis – MgcRacGAP GTPase-activating activity inhibitors, confirmation, biochemical, ADP Hunter fluorescence; hit rate 0.6% among 340,000; one-dose inhibition, % at 30 µM; IC50 in µM for titrated hits; Rac GTPase-activating protein 1 (Homo sapiens); MgcRacGAP-stimulated Rac1 GTP hydrolysis, ADP Hunter fluorescence; higher % means a stronger effect; GST-tagged Rac1 F28L mutant substrate;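 active means first-screen hits whose inhibition reached a set limit at any dose in the follow-up dose series; inconclusive means inhibition above the set first-screen limit but never retested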;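 further: fluorescence reports GDP produced by GAP-driven GTP hydrolysis; strong numbers were not always called active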
HIV peptide binding – inhibitors of HIV fusion peptide binding, primary screen, biochemical, uHTS, fluorescence dequenching (AID 1986); cell-free peptide binding, fluorescence dequenching, 30 min; higher % means a stronger effect; inhibition, % at 20 µM, or IC50 in µM where a hit was titrated; hit rate 0.3% among 290,000; in the data active means inhibition mostly above about 52%, no sharp cut-off; inactive means mostly below about 76%; further: some results filed as inactive read as strong as hits
KOR beta-arrestin-2 – KOR antagonists, beta-arrestin recruitment, cell-based, luminescence, uHTS (AID 1778). KOR beta-arrestin recruitment, luminescence, antagonist mode; higher % means a stronger effect. one-dose inhibition, % at 10 µM; IC50 in µM for titrated hits. hit rate 0.091% among 290,000; further: strong numbers were not always called active
GPR55 antagonists – GPR55 antagonists blocking LPI-driven arrestin recruitment, primary screen, imaging, U2OS, beta-arrestin-GFP, LPI agonist (AID 2013); G-protein coupled receptor 55 (Homo sapiens); U2OS GPR55 beta-arrestin-GFP translocation imaging, LPI antagonism; higher % means a stronger effect; inhibition, % at 10 µM; hits with a dose series show IC50 in µM; hit rate 0.13% among 290,000;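 active means spots per cell inhibited over 60%, with over 100 cells counted and total cytoplasm intensity under 500,000; inconclusive means wells with under 100 cells, flagged as likely toxic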;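 further: U2OS cells stably carrying GPR55 and arrestin-GFP stimulated by 5 µM LPI near EC80; imaged beta-arrestin-GFP aggregate spots per cell after agonist stimulation; plate controls were LPI-stimulated DMSO wells for no effect and DMSO wells without LPI for full effect; some results filed as inactive read as strong as hits; confirmed hits need IC50 under 10 µM and bright autofluorescent wells are also inconclusive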
NOD1 NF-kB reporter – NOD1 signaling inhibitors, primary screen, cell-based, luminescence, uHTS (AID 1578); hit rate 1% among 290,000; NOD1-driven NF-kB luciferase reporter cells, luminescence; higher % means a stronger effect; one-dose inhibition, % at 4 µM; EC50 in µM for titrated hits; in the data active means inhibition mostly above about 36%, no sharp cut-off; inactive means mostly below about 34%;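 further: HEK-293T reporter cells stimulated with the NOD1 agonist gamma-tri-DAP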
The depositor's hits bear a star; ? = inconclusive; . = not tested or not shown; [ ] = dose if it differs, or a comment. Unless noted, no stated cut-off is given here; in the data, active means inhibition above about 50%; inactive means the rest. Only part of the results is shown. The share of hits here may be higher or lower than overall.

SMILES	GPR55 activation	NOD2 inhibition	KOR beta-arrestin-1	SV40 large T antigen	Rac1 GTP hydrolysis	HIV peptide binding	KOR beta-arrestin-2	GPR55 antagonists	NOD1 NF-kB reporter
COC(Cn1c2c(c3cc(C)ccc31)CCCC2NCc1ccccc1)OC (stereo not drawn)	-0.1%	5%	2.7%	.	.	1.6%	15%	19%	4%
Cc1ccc2c(c1)N(S(=O)(=O)c1ccc(F)cc1)C(C(C)(C)C)CO2 (stereo not drawn)	-0.3%	5%	2.3%	1%	6%	1.7%	6%	3%	2%
CCOC(=O)CNC(=O)CSc1nnc(Cn2c(=O)sc3ccccc32)n1C	-0.5%	10%	7.2%	4%	2%	-3.5%	22%	-6%	-32%
CCc1nnc(NC(=O)CSc2nnc(CNc3ccc(F)cc3)n2C2CCCCC2)s1	-0.1%	8%	-2.4%	3%	5%	-1.0%	-35%	-3%	15%
CCOC(=O)C1=C(C)OC(N)=C(C#N)C1c1ccsc1 (stereo not drawn)	-0.2%	-6%	-7.0%	5%	-5%	7.5%	-29%	10%	11%
N/C(=N/O)c1nc(N2CCCCC2)nc(N2CCCCC2)n1	-0.2%	21%	3.2%	22%	5%	0.9%	-58%	-17%	-16%
CN1C(=O)NC(c2ccccc2)C2=C1CN(c1cccc(C(F)(F)F)c1)C2=O (stereo not drawn)	-0.1%	10%	8.9%	12%	4%	16%	-17%	14%	-46%
Cc1ccc(C(=O)OCC(=O)Nc2sccc2C(N)=O)cc1NC(=O)c1ccco1	0.2%	45%	-2.8%	3%	14%	6.3%	1%	5%	15%
Cc1ccc(CSc2nnc(-c3ccco3)o2)cc1	0.3%	-48%	-4.0%	.	2%	-0.4%	0%	5%	-61%
CC(Sc1nnnn1C)C(=O)Nc1ccccc1-c1ccccc1 (stereo not drawn)	-0.3%	-5%	4.1%	16%	3%	0.0%	4%	-2%	8%
Cc1ccc(CNC(=O)CC2C(=O)Nc3c2c(=O)n(C)c(=O)n3Cc2ccccc2)cc1 (stereo not drawn)	-0.2%	-1%	3.6%	1%	9%	-2.2%	-6%	5%	-5%
O=C(c1cc(COc2ccc(F)cc2Cl)on1)N1CCCCCCC1	-0.2%	18%	-0.3%	11%	9%	1.5%	-18%	10%	-17%
COc1cc(OC)cc(C(=O)NCCC(=O)NCCc2ccc(OC)c(OC)c2)c1	0.2%	18%	-6.4%	9%	6%	-1.4%	29%	8%	-13%
Cc1n[nH]c(C)c1C(=O)CC1(O)C(=O)N(CCc2ccccc2)c2ccc(Cl)cc21 (stereo not drawn)	0.3%	26%	-4.2%	1%	0%	-2.9%	17%	5%	10%
COc1ccccc1NC(=O)N1CCC(NC(=O)C2CCCCC2)CC1	0.2%	9%	1.5%	13%	1%	0.4%	19%	?	-3%
COC(=O)c1sc2nc(SCc3ccccc3C#N)n(N)c(=O)c2c1C	0.2%	10%	9.1%	3%	-8%	2.6%	-4%	-3%	-16%
C=CCS/C(N)=N\N=C\c1c(O)ccc2ccccc12	-0.2%	-161%	5.6%	6%	12%	-4.5%	4%	1%	-11%
CCOC(=O)C1=C(N)OC2=C(C(=O)CC(C)(C)C2)C1c1cccnc1 (stereo not drawn)	0.7%	4%	-2.3%	1%	10%	-0.1%	21%	6%	-2%
CCOc1ccccc1COC(=O)c1cccc(-n2cnnn2)c1	0.1%	18%	8.4%	2%	8%	-0.4%	-4%	7%	1%
CCCn1nc(NC(=O)COC)c2cc3cc(C)ccc3nc21	0.0%	-14%	-1.6%	2%	-1%	-2.7%	-16%	2%	6%
CC1Cc2cc(/C(O)=C3/C(=O)C(=O)N(CCCn4ccnc4)C3c3cccnc3)ccc2O1 (stereo not drawn)	-0.1%	6%	0.3%	7%	6%	4.0%	-9%	11%	22%
O=C(c1cccc(C(F)(F)F)c1)C1CCCN(C(=O)CCc2cnccn2)C1 (stereo not drawn)	-0.2%	7%	.	8%	13%	-2.0%	-16%	-3%	-10%
CC1CCC(C(C)C)C(OC(=O)C2=C3c4ccccc4S(=O)(=O)N3CC2)C1 (stereo not drawn)	1.3%	3%	-2.0%	5%	7%	6.3%	-58%	3%	-15%
COc1ccc(N2CCN(c3ccc(N)cc3C#N)CC2)cc1	-0.3%	-67%	-1.5%	27%	28%	-2.8%	16%	-3%	-32%
O=C(Nc1cccnc1Cl)c1ccc(S(=O)(=O)N2CCCCCC2)cc1	0.3%	-10%	1.9%	13%	10%	1.2%	-6%	11%	-17%
COc1ccccc1C1CCN(C(=O)c2ccccc2)CC1	0.4%	-11%	-17%	15%	8%	-0.9%	38%	6%	-11%
Cc1ccc(NC(=O)C2CCCN(C(=O)NCc3ccccc3)C2)c(C)c1 (stereo not drawn)	0.2%	7%	-1.5%	5%	6%	-1.3%	7%	12%	-7%
COc1ccc(-n2c(=O)c3ccccc3n(CC(=O)NC3CCCC3)c2=O)c(OC)c1	-0.2%	5%	0.8%	1%	7%	0.0%	-21%	4%	-8%
COCCNC(=S)NN=C1CCC(c2ccccc2)CC1 (stereo not drawn)	-0.2%	6%	4.9%	4%	8%	-1.0%	-29%	-15%	-6%
CCc1sc(C(=O)NCc2ccccc2)cc1C	0.6%	21%	-1.7%	7%	8%	0.6%	-3%	6%	-43%
CCOc1ccc(N2CC(C(=O)Nc3cccc(S(=O)(=O)NC4=NCCC4)c3)CC2=O)cc1 (stereo not drawn)	0.7%	12%	-3.6%	13%	5%	-2.1%	29%	-2%	8%
CC(C)Cn1c(CN2C(=O)c3ccccc3C2=O)nc2ccccc2c1=O	0.4%	-3%	2.8%	22%	-4%	-1.2%	16%	15%	-10%
CCCCSc1nnc(-c2ccc(C)cc2)n1C	-0.1%	-46%	5.9%	-6%	10%	-0.4%	-38%	3%	10%
Cn1c(CNC(=O)c2ccc(Cl)cc2)nnc1SCC(=O)N1CCOCC1	0.3%	10%	6.7%	25%	7%	-0.9%	-29%	-8%	20%
CNC(=O)CSCCn1c(SCC(=O)NC)nc2ccccc2c1=O	0.0%	-12%	8.9%	-5%	6%	-0.9%	-18%	-15%	-15%
COc1ccc(C(=O)NCCSc2ccccc2)cc1	-0.2%	-74%	0.8%	-9%	-2%	-1.3%	.	4%	-53%
CCSc1nc2ccccc2n1CC(=O)N1CCOCC1	-0.2%	1%	.	5%	0%	-2.0%	.	9%	27%
CC1(C)CC(=O)N(c2ccc(C#N)cc2)C(=O)C1	-0.2%	-5%	2.8%	3%	8%	-0.3%	7%	-5%	-29%
CC1CCCC(C)N1S(=O)(=O)c1ccc(Cl)cc1 (stereo not drawn)	-0.2%	-3%	2.2%	7%	-3%	0.2%	11%	-9%	13%
CN(C)CCCNCC(=O)NN(c1ccccc1)c1ccccc1	0.0%	-6%	4.1%	7%	.	0.4%	-15%	-1%	-13%
O=c1c2ccccc2nc(/C=C/c2ccccc2)n1CCCO	0.0%	22%	-5.1%	2%	1%	0.0%	25%	-12%	10%
CCC[n+]1cn(/C(C(=S)Nc2cccc(Cl)c2C)=C(/[O-])c2ccc(OC)c(OC)c2)c2ccccc21	0.5%	20%	.	31%	11%	1.9%	.	1%	-10%
Cc1c(/C(O)=C2/C(=O)C(=O)N(CCN(C)C)C2c2ccc(C(C)C)cc2)cnn1-c1ccccc1 (stereo not drawn)	-0.1%	28%	-1.8%	9%	5%	1.8%	-25%	-2%	3%
COc1ccc(CN/C(C)=C(/C#N)C(N)=O)cc1OC	-0.1%	1%	10%	24%	4%	-1.5%	26%	4%	6%
CC(=O)C(=Nc1ccc(Cl)cc1Cl)NNc1cccc(Cl)c1	0.3%	6%	4.0%	14%	23%	1.1%	11%	1%	22%
COP(=O)(OC)c1nc(-c2cccc3ccccc23)oc1NCc1ccccc1	-0.2%	-8%	-2.3%	11%	1%	-4.3%	1%	-14%	-13%
CCCn1nc(NC(=O)c2cccs2)c2cc3ccccc3nc21	-0.1%	10%	-1.7%	1%	5%	0.7%	17%	12%	29%
O=C(OCc1ccccn1)c1ccc(COc2ccc3ccccc3c2)o1	0.7%	-98%	1.8%	19%	15%	0.2%	-31%	10%	0%
COc1ccc(-c2cc(C)no2)cc1S(=O)(=O)N(C)Cc1ccco1	-0.1%	1%	0.7%	9%	-17%	-1.1%	6%	5%	-31%
O=C(CCc1nnc2n(Cc3ccc(F)cc3)c(=O)c3ccccc3n12)NCCN1CCOCC1	-0.3%	9%	-2.2%	.	5%	-0.3%	2%[20 µM]	-9%	-6%

In another format: results already given.
Order of results – GPR55 activation	NOD2 inhibition	KOR beta-arrestin-1	SV40 large T antigen	Rac1 GTP hydrolysis	HIV peptide binding	KOR beta-arrestin-2	GPR55 antagonists	NOD1 NF-kB reporter
CCc1nnc(NC(=O)CSc2nnc(CNc3ccc(F)cc3)n2C2CCCCC2)s1
 : -0.1%	8%	-2.4%	3%	5%	-1.0%	-35%	-3%	15%
CCOC(=O)C1=C(C)OC(N)=C(C#N)C1c1ccsc1 (stereo not drawn)
 : -0.2%	-6%	-7.0%	5%	-5%	7.5%	-29%	10%	11%
N/C(=N/O)c1nc(N2CCCCC2)nc(N2CCCCC2)n1
 : -0.2%	21%	3.2%	22%	5%	0.9%	-58%	-17%	-16%

Already shown: an excerpt of the list.
SMILES	GPR55 activation	NOD2 inhibition	KOR beta-arrestin-1	SV40 large T antigen	Rac1 GTP hydrolysis	HIV peptide binding	KOR beta-arrestin-2	GPR55 antagonists	NOD1 NF-kB reporter
COc1ccc(CN/C(C)=C(/C#N)C(N)=O)cc1OC	-0.1%	1%	10%	24%	4%	-1.5%	26%	4%	6%
CC(=O)C(=Nc1ccc(Cl)cc1Cl)NNc1cccc(Cl)c1	0.3%	6%	4.0%	14%	23%	1.1%	11%	1%	22%
COP(=O)(OC)c1nc(-c2cccc3ccccc23)oc1NCc1ccccc1	-0.2%	-8%	-2.3%	11%	1%	-4.3%	1%	-14%	-13%
CCCn1nc(NC(=O)c2cccs2)c2cc3ccccc3nc21	-0.1%	10%	-1.7%	1%	5%	0.7%	17%	12%	29%
O=C(OCc1ccccn1)c1ccc(COc2ccc3ccccc3c2)o1	0.7%	-98%	1.8%	19%	15%	0.2%	-31%	10%	0%
COc1ccc(-c2cc(C)no2)cc1S(=O)(=O)N(C)Cc1ccco1	-0.1%	1%	0.7%	9%	-17%	-1.1%	6%	5%	-31%
O=C(CCc1nnc2n(Cc3ccc(F)cc3)c(=O)c3ccccc3n12)NCCN1CCOCC1	-0.3%	9%	-2.2%	.	5%	-0.3%	2%[20 µM]	-9%	-6%
